Bioassay records from PubChem BioAssay.
Myeloid diff MLP = induction of myeloid progenitor differentiation, primary screen, cell-based, flow cytometry, MLPCN library | ER-HoxA9 myeloid progenitors, lysozyme-GFP differentiation | calls only at 10 µM | AID 624256, 2012 | hit rate 1% among 360,000;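 active = normalized GFP-positive differentiation at or above the plate's own cutoff, the solvent-only control mean plus 3 SD; inconclusive = no clear call, values can overlap the other calls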;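 also: cells exposed to compound for four days before flow analysis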
MgcRacGAP inhibition = MgcRacGAP GTPase-activating activity inhibitors, confirmation, biochemical, ADP Hunter fluorescence | Rac GTPase-activating protein 1 (Homo sapiens) | MgcRacGAP-stimulated Rac1 GTP hydrolysis, ADP Hunter fluorescence; higher % means a stronger effect; GST-tagged Rac1 F28L mutant substrate | inhibition, % at 30 µM; hits with a dose series show IC50 in µM | hit rate 0.6% among 340,000;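 active = first-screen hits whose inhibition reached a set limit at any dose in the follow-up dose series; inconclusive = inhibition above the set first-screen limit but never retested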;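 also: fluorescence reports GDP produced by GAP-driven GTP hydrolysis; strong numbers were not always called active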
Salmonella PhoP GFP = inhibitors of PhoP regulon expression, primary screen, Salmonella Typhimurium, GFP reporter (AID 1863). S. Typhimurium PhoP-regulated promoter GFP reporter, 4 h; higher % means a stronger effect. inhibition, % at 50 µM, or IC50 in µM where a hit was titrated. hit rate 0.16% among 300,000;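 active = inhibition over 29.93%, a cutoff 3 SD above the screen mean, later confirmed by dose response; inconclusive = inhibition over 29.93% but no dose response follow-up; inactive = inhibition at most 29.93% or unconfirmed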;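 also: 0% = low Mg2+ inducing control and 100% = high Mg2+ repressing control; strong numbers were not always called active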
SV40 large T antigen = SV40 large T antigen inhibitors, biochemical (AID 1903). SV40 large T antigen ATPase/helicase inhibition assay; higher % means a stronger effect. one-dose inhibition, % at 20 µM; IC50 in µM for titrated hits. hit rate 0.39% among 310,000; in the data active = a potency from the dose series; inconclusive = inhibition mostly from about 32% at the one dose, without a potency; inactive = the rest, 99 in 100 with inhibition below about 32%; also: strong numbers were not always called active
TNAP activation fold = human TNAP enzyme activators, primary screen, biochemical, luminescent, no phosphate acceptor, uHTS (AID 1001); Alkaline phosphatase, tissue-nonspecific isozyme (Homo sapiens); activation fold at 20 µM; hits with a dose series show EC50 in µM; hit rate 0.03% among 200,000; purified TNAP, luminescent activation assay, no phosphate acceptor; higher activation fold means a stronger effect; in the data active = activation fold from about 3, or a potency from the dose series; inactive = the rest, 99 in 100 with activation fold below about 1.6; also: many of its hits are not listed in these tables
RSV antiviral HEp-2 = RSV antiviral activity via CPE protection, HEp-2 cells, primary 10 µM value included (AID 2391) | HEp-2 cells, RSV-induced CPE inhibition; higher % means a stronger effect | one-dose CPE inhibition, % at 10 µM; IC50 in µM for titrated hits | hit rate 0.13% among 310,000; in the data active = a potency from the dose series; inconclusive = CPE inhibition mostly from about 23% at the one dose, without a potency; inactive = the rest, 99 in 100 with CPE inhibition below about 21%; also: strong numbers were not always called active
K1F lysis inhibition = inhibition of K1F phage lysis, E. coli UTI89, bacterial capsule biogenesis inhibitors, alamar blue (AID 488966); hit rate 0.02% among 340,000; E. coli UTI89 K1F phage lysis, alamar blue, 2 h; higher % means a stronger effect; inhibition, % at 100 µM, or IC50 in µM where a hit was titrated;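 active = phage lysis inhibition, versus mean bacterial control, above a set limit; inconclusive = no clear call, values can overlap the other calls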;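 also: capsule biogenesis inhibitors block K1F phage lysis so surviving cells raise fluorescence; higher fluorescence means more inhibition of phage lysis; actives were called in the ten point dose series up to 300 µM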
T cell modulator = modulators of CD8 T cell-vesicle binding, primary screen, mouse 2C CD8+ T cells, flow cytometry; hit rate 0.068% among 330,000; 2C CD8+ T cell-vesicle binding; hits give low values; AID 2052, 2009; calls only at 7 µM;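 active = response, share of CD8 T cells binding vesicles, and their 90th percentile fluorescence all below set limits, cut at about 80% in these data, passing the limit was not always enough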
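Read-out – percent CD8+ FL2 mean versus row control · System – murine 2C transgenic CD8+ T lymphocytes · Times – 1.5 h cell–vesicle binding at 37 °C, then 20 min icy labelling · Control set – naked vesicles low, QL9 vesicles with vehicle high · Detection – cytometric PE anti-B7-1 and Alexa647 anti-CD8 signals after 1% paraformaldehyde fixation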
NTR1 agonist = agonists of NTR1, primary screen, imaging, U2OS cells, beta-arrestin-GFP, high content (AID 493036); Neurotensin receptor type 1 (Homo sapiens), P30989; NTR1-U2OS beta-arrestin-GFP spot imaging, agonist mode; activation, % at 20 µM; hit rate 0.17% among 330,000;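 active = activation at or above 40% of the spot to cytoplasm intensity ratio, with at least 20 cells analyzed; inconclusive = wells under 20 cells, flagged as cytotoxic or low count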;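 also: 0% = DMSO without peptide and 100% = 100 nM NTR1 peptide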
Target sequence (P30989 whole entry, looked up): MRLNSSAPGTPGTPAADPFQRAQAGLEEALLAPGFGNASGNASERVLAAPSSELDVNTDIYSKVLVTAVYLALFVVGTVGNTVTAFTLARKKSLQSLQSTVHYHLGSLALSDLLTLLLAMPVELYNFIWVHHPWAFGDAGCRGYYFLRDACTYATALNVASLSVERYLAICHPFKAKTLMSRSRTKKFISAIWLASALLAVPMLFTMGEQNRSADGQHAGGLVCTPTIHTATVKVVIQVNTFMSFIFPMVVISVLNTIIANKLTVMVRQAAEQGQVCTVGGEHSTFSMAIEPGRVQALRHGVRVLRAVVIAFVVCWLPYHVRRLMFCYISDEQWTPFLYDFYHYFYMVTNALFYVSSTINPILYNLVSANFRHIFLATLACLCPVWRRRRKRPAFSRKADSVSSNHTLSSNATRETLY
T cell modulator vesicle-bound % = recorded beside T cell modulator, whose call it bears; double positive events, %; measured here: CD8+ vesicle-bound cell fraction;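 binding gate set so that unloaded-vesicle control wells show 10% double positive cells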
NTR1 agonist cell count 20 µM = also measured in NTR1 agonist; calls as there; cell count; measured here: cell count, cytotoxicity flag
Myeloid diff MLP GFP+ MAC1+ % = second read-out of Myeloid diff MLP, no call of its own (marks repeat the call); GFP+ MAC1+ double positive, %; measured here: differentiation confirmed by MAC1 staining
Starred values were filed as active, the others as inactive; [ ] = remark or other dose.

Screening COc1ccc(CCNC(=O)CS(=O)(=O)c2cn(CC(=O)N(C(C)C)C(C)C)c3ccccc23)cc1OC returned Myeloid diff MLP inactive, MgcRacGAP inhibition 9.0%, Salmonella PhoP GFP 1.8%, SV40 large T antigen 34.1%, RSV antiviral HEp-2 2.4%, K1F lysis inhibition 0.0%, T cell modulator inactive, NTR1 agonist -0.8, T cell modulator vesicle-bound % 24.6, NTR1 agonist cell count 20 µM 67 and Myeloid diff MLP GFP+ MAC1+ % 0.0.
`Cn1cc(Cl)c(C(=O)N/N=C/c2ccc3c4c(cccc24)CC3)n1` gave Myeloid diff MLP inconclusive, MgcRacGAP inhibition -10.4%, Salmonella PhoP GFP 3.8%, SV40 large T antigen 8.6%, RSV antiviral HEp-2 12.5%, K1F lysis inhibition -0.1%, T cell modulator inactive, NTR1 agonist 5.5, T cell modulator vesicle-bound % 5.8 and NTR1 agonist cell count 20 µM 65.
`Cc1ccc2[nH]c(C)c(CCNC(=O)C3CCCCC3C(=O)OCC(F)(F)F)c2c1` (centres undefined) gave Myeloid diff MLP inactive, MgcRacGAP inhibition 8.6%, Salmonella PhoP GFP -18.4%, SV40 large T antigen 10.1%, TNAP activation fold 0.9, RSV antiviral HEp-2 9.7%, K1F lysis inhibition 0.8%[50 µM], T cell modulator inactive, NTR1 agonist 1.5, T cell modulator vesicle-bound % 20.8, NTR1 agonist cell count 20 µM 56 and Myeloid diff MLP GFP+ MAC1+ % 0.0.
CCOC(=O)Oc1ccc2c(=O)c(Oc3cccc(C)c3)coc2c1 was read as Myeloid diff MLP inactive, MgcRacGAP inhibition 5.1%, Salmonella PhoP GFP 4.6%, SV40 large T antigen 25.9%, TNAP activation fold 1.1, RSV antiviral HEp-2 1.2%, K1F lysis inhibition 1.3%, T cell modulator inactive, NTR1 agonist 3.5, T cell modulator vesicle-bound % 6.9, NTR1 agonist cell count 20 µM 69 and Myeloid diff MLP GFP+ MAC1+ % 6.6.
CCOC(=O)CSc1nc(C)cc(C)c1C(N)=O was read as Myeloid diff MLP inactive, MgcRacGAP inhibition 1.0%, Salmonella PhoP GFP -11.2%, SV40 large T antigen 1.2%, TNAP activation fold 1.2, RSV antiviral HEp-2 3.4%, K1F lysis inhibition 0.4%, T cell modulator inactive, NTR1 agonist -1.1, T cell modulator vesicle-bound % 10.0, NTR1 agonist cell count 20 µM 45 and Myeloid diff MLP GFP+ MAC1+ % 0.1.
Screening COc1ccc(CC(=O)N(C)CC(=O)Nc2ccccc2Cl)cc1S(=O)(=O)N1CCOCC1 returned Myeloid diff MLP inactive, MgcRacGAP inhibition 3.9%, RSV antiviral HEp-2 1.3%, K1F lysis inhibition 0.0%[50 µM], T cell modulator inactive, NTR1 agonist 0.5, T cell modulator vesicle-bound % 29.7, NTR1 agonist cell count 20 µM 54 and Myeloid diff MLP GFP+ MAC1+ % 0.3.
Screening CCOc1ccccc1CNC(=O)c1ccccc1NC(=O)C1=CSCCO1 returned Myeloid diff MLP inactive, MgcRacGAP inhibition 9.2%, Salmonella PhoP GFP 1.9%, SV40 large T antigen 0.9%, RSV antiviral HEp-2 10.6%, K1F lysis inhibition 0.1%, T cell modulator inactive, NTR1 agonist 1.1, T cell modulator vesicle-bound % 8.2, NTR1 agonist cell count 20 µM 68 and Myeloid diff MLP GFP+ MAC1+ % 2.8.
`CC(Sc1nnnn1-c1ccc(O)cc1)C(=O)NC1CCCCC1C` (centres undefined) gave Myeloid diff MLP inactive, MgcRacGAP inhibition 2.9%, Salmonella PhoP GFP 3.3%, SV40 large T antigen 7.8%, RSV antiviral HEp-2 6.3%, K1F lysis inhibition 0.2%, T cell modulator inactive, NTR1 agonist 2.8, T cell modulator vesicle-bound % 10.0, NTR1 agonist cell count 20 µM 85 and Myeloid diff MLP GFP+ MAC1+ % 0.5.
For COc1cc(/C=N/N(C)S(=O)(=O)c2ccc(C)cc2)cc([N+](=O)[O-])c1O the results were Myeloid diff MLP inactive, MgcRacGAP inhibition 0.3%, Salmonella PhoP GFP -2.6%, SV40 large T antigen 27.8%, RSV antiviral HEp-2 1.2%, K1F lysis inhibition 0.0%, T cell modulator inactive, NTR1 agonist 0.7, T cell modulator vesicle-bound % 30.4, NTR1 agonist cell count 20 µM 60 and Myeloid diff MLP GFP+ MAC1+ % 0.7.
Screening NC12NC(=O)C3(O)C4C5CC(C6C5C3C61)C42 (centres undefined) returned Myeloid diff MLP inactive, MgcRacGAP inhibition 9.6%, Salmonella PhoP GFP 2.4%, SV40 large T antigen 22.9%, TNAP activation fold 1.1, RSV antiviral HEp-2 -1.0%, K1F lysis inhibition 0.2%, T cell modulator inactive, NTR1 agonist -1.9, T cell modulator vesicle-bound % 50.3, NTR1 agonist cell count 20 µM 43 and Myeloid diff MLP GFP+ MAC1+ % 0.4.
Cc1ccc(N(C(=O)Cn2nnc3ccccc32)C(C(=O)NC2CCCCC2)c2cn(C)nc2C)cc1 (centres undefined) was read as Myeloid diff MLP inactive, MgcRacGAP inhibition -2.2%, Salmonella PhoP GFP 8.0%, SV40 large T antigen 3.1%, TNAP activation fold 1, RSV antiviral HEp-2 -0.2%, K1F lysis inhibition 2.8%, T cell modulator inactive, NTR1 agonist 3.3, T cell modulator vesicle-bound % 42.5, NTR1 agonist cell count 20 µM 55 and Myeloid diff MLP GFP+ MAC1+ % 9.8.
`Cc1nnc(SCC(=O)Nc2ccc(-c3nc4ccccc4s3)cc2)s1` gave Myeloid diff MLP inactive, MgcRacGAP inhibition 8.5%, Salmonella PhoP GFP -16.7%, SV40 large T antigen 5.7%, TNAP activation fold 1.2, RSV antiviral HEp-2 4.4%, K1F lysis inhibition 2.9%, T cell modulator inactive, T cell modulator vesicle-bound % 31.7 and Myeloid diff MLP GFP+ MAC1+ % 0.3.
`O=C(CSc1nnc(-c2cccnc2)n1C1CCCCC1)NC1CCCCC1` gave Myeloid diff MLP inactive, MgcRacGAP inhibition 4.7%, Salmonella PhoP GFP -7.0%, SV40 large T antigen 3.6%, TNAP activation fold 1, K1F lysis inhibition 1.3%, T cell modulator inactive, NTR1 agonist -1.2, T cell modulator vesicle-bound % 26.6, NTR1 agonist cell count 20 µM 87 and Myeloid diff MLP GFP+ MAC1+ % 2.3.
Screening Cc1ccc(NC(=O)CSc2nccn2Cc2ccco2)c(C)c1 returned Myeloid diff MLP inactive, MgcRacGAP inhibition 9.7%, Salmonella PhoP GFP 7.5%, SV40 large T antigen -21.6%, RSV antiviral HEp-2 0.3%, K1F lysis inhibition 1.5%[50 µM], T cell modulator inactive, NTR1 agonist 0.8, T cell modulator vesicle-bound % 13.8, NTR1 agonist cell count 20 µM 63 and Myeloid diff MLP GFP+ MAC1+ % 1.2.
Screening CCc1ccc(NC(=O)C2CCCN(S(=O)(=O)c3ccc4c(c3)CCCN4C(C)=O)C2)cc1 (centres undefined) returned Myeloid diff MLP inactive, MgcRacGAP inhibition 10.8%, Salmonella PhoP GFP -5.8%, SV40 large T antigen 13.9%, RSV antiviral HEp-2 14.8%, K1F lysis inhibition 2.5%, T cell modulator inactive, NTR1 agonist 1.2, T cell modulator vesicle-bound % 39.4, NTR1 agonist cell count 20 µM 46 and Myeloid diff MLP GFP+ MAC1+ % 0.0.
`O=C(NCC1CCCO1)C1CCN(C(=O)c2ccc(Br)cc2)CC1` (centres undefined) gave Myeloid diff MLP inactive, MgcRacGAP inhibition 11.5%, Salmonella PhoP GFP 4.0%, SV40 large T antigen 5.4%, TNAP activation fold 1.1, RSV antiviral HEp-2 -0.7%, K1F lysis inhibition 0.1%, T cell modulator inactive, NTR1 agonist -0.3, T cell modulator vesicle-bound % 12.5, NTR1 agonist cell count 20 µM 55 and Myeloid diff MLP GFP+ MAC1+ % 6.1.
COC(=O)C1CCN(S(=O)(=O)c2cn(C)c(=O)n(C)c2=O)CC1 was read as Myeloid diff MLP inactive, MgcRacGAP inhibition 3.8%, Salmonella PhoP GFP 0.0%, SV40 large T antigen 2.6%, TNAP activation fold 1, RSV antiviral HEp-2 1.0%, K1F lysis inhibition 2.0%, T cell modulator inactive, NTR1 agonist 4.5, T cell modulator vesicle-bound % 28.2, NTR1 agonist cell count 20 µM 115 and Myeloid diff MLP GFP+ MAC1+ % 2.6.
For O=C(C1=C[C@@H](c2coc3ccccc3c2=O)C[C@@H](OCCCCO)O1)N1CCN(Cc2ccc3c(c2)OCO3)CC1 the results were Myeloid diff MLP inactive, MgcRacGAP inhibition 10.4%, Salmonella PhoP GFP 1.0%, SV40 large T antigen 8.8%, TNAP activation fold 1, RSV antiviral HEp-2 -0.9%, K1F lysis inhibition 0.6%, T cell modulator inactive, NTR1 agonist -3.9, T cell modulator vesicle-bound % 44.4, NTR1 agonist cell count 20 µM 82 and Myeloid diff MLP GFP+ MAC1+ % 0.3.
CCCCC(=O)NC(Nc1cc(C)ccn1)(C(=O)OCC)C(F)(F)F (centres undefined) was read as Myeloid diff MLP inactive, MgcRacGAP inhibition 11.1%, Salmonella PhoP GFP -9.9%, SV40 large T antigen 4.0%, TNAP activation fold 1.1, RSV antiviral HEp-2 1.0%, K1F lysis inhibition -0.1%, T cell modulator inactive, NTR1 agonist 3.0, T cell modulator vesicle-bound % 51.0, NTR1 agonist cell count 20 µM 38 and Myeloid diff MLP GFP+ MAC1+ % 0.7.
For CC1=NN(C(=O)c2ccccc2F)C(O)(c2ccc(Cl)cc2)C1 (centres undefined) the results were Myeloid diff MLP inactive, MgcRacGAP inhibition 10.3%, Salmonella PhoP GFP -0.4%, SV40 large T antigen 10.0%, RSV antiviral HEp-2 2.3%, K1F lysis inhibition 0.3%, T cell modulator inactive, NTR1 agonist 0.6, T cell modulator vesicle-bound % 61.4, NTR1 agonist cell count 20 µM 62 and Myeloid diff MLP GFP+ MAC1+ % 0.4.
`CCOC(=O)N1CCC(N2C(=O)c3ccccc3C2Nc2ccc(S(=O)(=O)N3CCCCC3)cc2)CC1` (centres undefined) gave Salmonella PhoP GFP 9.8%, SV40 large T antigen -4.9%, TNAP activation fold 1.1, RSV antiviral HEp-2 6.1%, T cell modulator inactive, NTR1 agonist 0.8, T cell modulator vesicle-bound % 24.2 and NTR1 agonist cell count 20 µM 34.

Rows were taken by chance; any-hit rate near 2.3%.
